Screening results from PubChem.
GalR3 antag = antagonists of human GalR3; 0.44% of 360,000 active; O60755; HEK293 GalR3-CNG cAMP membrane potential fluorescence; galR3 body fused to GalR1 C-terminus; inhibition, % at 3 µM;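 active means inhibition above the screen-wide average plus 3 SD, cut at about 13% in these data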;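 further: forskolin and galanin both at EC90 stimulate the cells; cAMP rise reported by CNG channel membrane potential dye signal; 0% = forskolin plus galanin with DMSO and 100% = forskolin alone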
Target sequence (O60755 1-299 limits assumed): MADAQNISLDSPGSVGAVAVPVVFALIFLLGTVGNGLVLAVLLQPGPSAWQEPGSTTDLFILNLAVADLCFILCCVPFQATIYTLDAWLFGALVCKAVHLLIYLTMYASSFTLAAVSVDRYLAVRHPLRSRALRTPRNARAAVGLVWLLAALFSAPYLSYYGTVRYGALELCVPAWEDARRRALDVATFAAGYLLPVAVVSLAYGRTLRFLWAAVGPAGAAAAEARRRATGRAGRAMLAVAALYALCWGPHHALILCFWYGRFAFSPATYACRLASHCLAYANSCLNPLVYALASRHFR
PHOSPHO1 block = blocks human PHOSPHO1 phosphatase activity. Q8TCT1. recombinant PHOSPHO1, absorbance phosphatase assay. inhibition, % at 13.3 µM. 1.1% of 290,000 active. AID 1565; in the data active means inhibition above about 60%
Target sequence (Q8TCT1 whole entry, looked up): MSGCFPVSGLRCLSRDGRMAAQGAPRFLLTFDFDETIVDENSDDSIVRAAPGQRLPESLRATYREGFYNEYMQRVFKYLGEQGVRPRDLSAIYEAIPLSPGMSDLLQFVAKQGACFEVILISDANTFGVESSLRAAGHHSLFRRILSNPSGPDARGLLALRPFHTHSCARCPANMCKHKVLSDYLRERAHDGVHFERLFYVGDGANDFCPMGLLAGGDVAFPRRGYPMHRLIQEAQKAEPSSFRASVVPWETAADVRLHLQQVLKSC
V1R ag counter = V1a receptor agonism, counter-screen for OXTR agonists; P37288; CHO-V1R cells, Fluo-8 calcium fluorescence, agonist mode; 0% DMSO, 100% 3 nM vasopressin; activation, % at 3 µM; 0.25% of 320,000 active;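 active means activation above the mean activation of all tested compounds plus 3 SD, per screening run, cut at about 20% in these data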;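 further: signal is peak over basal fluorescence ratio across a 100 second FLIPR read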
MEKK3 PB1 HTS = MEKK3-MEK5 PB1 interaction, increase or decrease. 1.4% of 290,000 active. AID 1529. binding response (% of control), % at 10 µM. Q99759. bead-based flow cytometry, Alexa488-MEK5 binding to MEKK3; actives lie on both sides; 0 = blocked by unlabeled MEK5, 100 = vehicle;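 active means binding response more than 3 SD above or below the average of its plate-row segment, actives on both sides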;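 further: Alexa488 bead fluorescence after subtracting the streptavidin-only scavenger bead signal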
MEKK2 mut-MEK5 = signal of MEK5 binding to mutant human MEKK2 PB1 domain; bead flow cytometry, Alexa488-MEK5 binding to MEKK2 mutant; percent response, % at 10 µM; 0.35% of 290,000 active; in the data active means percent response above about 24%, passing the limit was not always enough; further: inactives centre near 1; some results filed as inactive read as strong as hits; reference of the scale not given here
OXTR ag = human OXTR agonism; 0.32% of 320,000 active; activation, % at 3 µM; CHO-OTR cells, Fluo-8 calcium fluorescence; normalized: DMSO 0%, oxytocin 100%;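 active means activation above the mean of all tested compounds plus 3 SD, cutoff set per screening run, cut at about 20% in these data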;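 further: peak over basal fluorescence ratio from a 100 s FLIPR kinetic read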
Target sequence (P30559 whole entry, looked up): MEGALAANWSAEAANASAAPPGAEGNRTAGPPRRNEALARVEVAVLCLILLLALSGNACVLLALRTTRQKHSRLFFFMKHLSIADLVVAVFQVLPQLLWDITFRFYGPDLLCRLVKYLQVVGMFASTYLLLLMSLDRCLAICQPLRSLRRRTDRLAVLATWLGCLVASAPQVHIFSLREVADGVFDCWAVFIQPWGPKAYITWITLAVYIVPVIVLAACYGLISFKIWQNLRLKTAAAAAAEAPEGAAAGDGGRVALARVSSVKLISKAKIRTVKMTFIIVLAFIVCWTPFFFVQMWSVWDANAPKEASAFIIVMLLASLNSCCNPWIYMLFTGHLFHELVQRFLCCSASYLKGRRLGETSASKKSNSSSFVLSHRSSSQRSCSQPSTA
MEKK2wt PB1 HTS = raises or lowers MEK5 binding to wildtype human MEKK2 PB1 domain. Q9Y2U5. bead flow cytometry, Alexa488-MEK5 binding to MEKK2 WT; actives lie on both sides. binding response (% of control), % at 10 µM. 1.1% of 290,000 active. AID 1531; in the data active means binding response below about 67% or above about 130%
NALP1 inh = NALP1 inhibition. S. cerevisiae NALP1/ASC/caspase-1 growth, X-gal OD620, 72 h. inhibition, % at 10 µM. 0.61% of 280,000 active; in the data active means inhibition mostly above about 24%, no sharp cut-off; inactive means mostly below about 32%; further: some compounds called inactive have numbers as strong as hits
GPR7 antagonist = antagonists of human GPR7 (neuropeptides B/W receptor 1) | P48145 | GPR7-expressing cells, fluorescence antagonist assay | inhibition, % at 4.4 µM | 1.1% of 290,000 active | AID 1861; in the data active means inhibition above about 16%, passing the limit was not always enough;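 further: cells stimulated with the agonist NPW; 0% = agonist with vehicle and 100% = vehicle without agonist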
Numbers without * were called inactive; nt = not tested or not shown; & = joins results of further samples.

SMILES	GalR3 antag	PHOSPHO1 block	V1R ag counter	MEKK3 PB1 HTS	MEKK2 mut-MEK5	OXTR ag	MEKK2wt PB1 HTS	NALP1 inh	GPR7 antagonist
COc1ccccc1CCc1nnc(N)s1	-6	nt	0.6	106	3	0.1	107	10	-5
CC1CCCN(CCCNC(=O)c2nn(C)c3c2CSc2ccccc2-3)C1 (configuration not stated)	-12	12	2.9	104	-1	0.3	112	22	-1
O=C(CSc1nnc2ccc(-c3cccnc3)nn12)Nc1ccc(F)cc1F	-1	-23	-0.2	102	4	0.5	99	19	0
COc1ccc(C(C)=O)cc1COc1ccc(F)cc1	-7	39	-1.4	101	-2	-2.6	97	-4	-8
Cc1ccc(N2CC(C(=O)NC3=NCCS3)CC2=O)cc1C (configuration not stated)	-3	-1	1.1	101	4	1.1	100	-3	-5
CCOc1ccccc1CN1C(=O)c2ccccc2C1C(=O)NCC1CCCO1 (configuration not stated)	-3	-3	0.1	102	2	0.4	104	22	-7
CCN(CC)S(=O)(=O)c1ccc(C(=O)NCCN(C)C)cc1	20*	39	2.1	104	-4	0.4	98	-1	-3
CS(=O)(=O)N(CC(=O)Nc1ccccc1C(=O)N1CCCC1)c1ccccc1Br	0	15	0.1	102	3	0.3	102	14	-11
Cc1occc1-c1nnc(SCC(=O)NCc2cccs2)n1-c1ccc(F)cc1	3	33	-1.1	106	6	-2.6	110	3	-9
CCCCCCOc1ccc(OCC(O)CN2C(=O)NC(C)(C)C2=O)cc1 (configuration not stated)	-2	-7	14	100	4	24*	105	8	-8
Cc1noc(C)c1COc1cccc(C(=O)NCc2ccccc2Cl)c1	-2	-2	0.3	104	5	-0.6	110	-10	-1
O=C(O)c1ccccc1N=Nc1c(O)[nH]c2ccc([N+](=O)[O-])cc12	nt	46	-0.2	107	6	-0.1	106	13	15
O=S(=O)(NCc1ccccc1)c1ccc(F)cc1Br	-4	-1	1.4	86	-15	-0.9	86	-1	nt
COc1ccc(/C=C/C(=O)NC(=S)N2CCCCC2)cc1OC	-4	4	0.0	104	1	0.2	104	2	-4
O=C(N/N=C/c1ccncc1)c1ccc(-n2cccc2)cc1	-2	-14	0.1	104	2	0.9	104	21	-4
O=C(CCCOc1ccccc1)N1CCN(c2ccccc2)CC1	-5	18	0.2	106	10	-0.4	106	-3	5
O=C(OC(C(=O)NC1CCCCC1)c1ccccc1)c1ccco1 (configuration not stated)	-3	6	1.1	98	0	-0.9	93	10	2
CN1CCC(=NNC(=O)COc2ccc(Cl)cc2)CC1	-3	13	0.1	107	7	0.4	108	20	-3
Cc1occc1-c1nnc(SCC(=O)Nc2ccc3c(c2)OCO3)n1CC1CCCO1 (configuration not stated)	-4	-6	-0.7	109	8	-2.3	112	7	-5
O=C(c1ccco1)N1CCN(C(c2cccs2)c2nnnn2C2CCCC2)CC1 (configuration not stated)	-4	42	0.0	99	-1	-0.6	96	37	17

An excerpt of these results, with bars between the fields:
mol | GalR3 antag | PHOSPHO1 block | V1R ag counter | MEKK3 PB1 HTS | MEKK2 mut-MEK5 | OXTR ag | MEKK2wt PB1 HTS | NALP1 inh | GPR7 antagonist
O=S(=O)(NCc1ccccc1)c1ccc(F)cc1Br | -4 | -1 | 1.4 | 86 | -15 | -0.9 | 86 | -1 | nt
COc1ccc(/C=C/C(=O)NC(=S)N2CCCCC2)cc1OC | -4 | 4 | 0.0 | 104 | 1 | 0.2 | 104 | 2 | -4
O=C(N/N=C/c1ccncc1)c1ccc(-n2cccc2)cc1 | -2 | -14 | 0.1 | 104 | 2 | 0.9 | 104 | 21 | -4
O=C(CCCOc1ccccc1)N1CCN(c2ccccc2)CC1 | -5 | 18 | 0.2 | 106 | 10 | -0.4 | 106 | -3 | 5
O=C(OC(C(=O)NC1CCCCC1)c1ccccc1)c1ccco1 (configuration not stated) | -3 | 6 | 1.1 | 98 | 0 | -0.9 | 93 | 10 | 2
CN1CCC(=NNC(=O)COc2ccc(Cl)cc2)CC1 | -3 | 13 | 0.1 | 107 | 7 | 0.4 | 108 | 20 | -3

Continued:
SMILES	GalR3 antag	PHOSPHO1 block	V1R ag counter	MEKK3 PB1 HTS	MEKK2 mut-MEK5	OXTR ag	MEKK2wt PB1 HTS	NALP1 inh	GPR7 antagonist
COc1ccc(NC(=S)N/N=C2/CCCc3c(C)cc(C)cc32)cc1	0	-7	0.0	106	6	-0.1	109	10	-2
CCN=C1SC(CC(N)=O)C(=O)N1CC (configuration not stated)	0	49	0.6	98	-10	-0.4	94	-8	0
OC(COc1ccc(CNCCc2ccccc2F)cc1)CN1CCCCC1 (configuration not stated)	7	35	1.2	102	58*	0.1	168*	2	-15
CCc1cc2ccccc2nc1Cl	-2	15	0.3	102	-6	-0.2	93	9	-6
Cc1ccc(-c2cn(-c3ccccc3)c(SCC(=O)NC3CCS(=O)(=O)C3)n2)cc1C (configuration not stated)	-1	-20	1.2	104	-1	-0.1	101	11	10
COC(=O)c1ccc2c(c1)NC(=O)C(N1CCCCC1)S2 (configuration not stated)	-6	18	-0.3	99	3	1.4	105	-7	8
C=CCn1c(-c2cccc(OC)c2)nc2nc3ccccc3nc21	-2	10	-1.6	100	-4	-1.5	102	8	-7
COc1ccc(N2CCN(CC(=O)NC(=O)NCc3ccco3)CC2)cc1	0	-11	-1.0	100	2	-1.2	101	56	2
NC(=O)c1[nH]cnc1N	-1&-4	25&43	0.5&0.0	101&98	7&7	-0.1&0.6	104&103	6&14	0&-14
Cc1cccc(NC(=O)CC2c3ccccc3Oc3ccccc32)c1	-4	11	0.9	85	-4	-1.8	84	25	3
CCC(C)C(NC(=O)C(C)NC(=O)CNC(=O)CNC(=O)OCc1ccccc1)C(=O)OC (configuration not stated)	-6	2	-0.5	107	3	1.1	99	7	-10
Cc1ccc(S(=O)(=O)N2CCOCC2)cc1C(=O)NC1CCCCCC1	-2	33	0.0	103	7	-0.5	106	14	-7
COc1ccc(OC)c(C2=NOC(C(=O)Nc3cc(C)on3)C2)c1 (configuration not stated)	-6	24	-0.3	55	-27	-0.1	61	34*	-9
COc1ccccc1C1C2=C(CC(C)(C)CC2=O)Nc2nnnn21 (configuration not stated)	-6	-9	0.3	100	0	-0.2	102	19	1
O=C(c1ccc(CS(=O)(=O)c2c(Cl)cccc2Cl)o1)N1CCCC1	-4	-4	0.8	105	3	1.1	102	-7	-6
Cc1nc2sccn2c(=O)c1S(=O)(=O)NC(C)c1ccccc1 (configuration not stated)	nt	12	2.1	102	-2	-0.1	99	20	-6
COc1ccc(NC(=O)C2CCC(CNC(=O)[C@@H]3Cc4ccccc4CN3)CC2)cc1 (some centres not stated)	-8	17	-0.3	102	1	-0.1	105	9	3
CCOC(=O)C1(c2ccccc2)NC(c2ccccc2C)C2C(=O)N(c3ccc4c(c3)OCO4)C(=O)C21 (configuration not stated)	-6	-4	0.1	102	1	-1.2	97	14	-9
COc1cc(/C=N\Nc2nncn2N)ccc1OC(C)=O	-12	nt	0.1	116	14	0.6	114	-13	-9
Cc1ccc(N2C(=O)NC(C(F)(F)F)(C(F)(F)F)C3=C2CC(C)(C)CC3=O)cc1	-3	1	0.6	98	-2	-2.2	98	18	-4
Cc1cccc(NC(=O)Nc2cc(C)cc(C)n2)c1	2	-7	-0.9	99	0	-1.0	100	11	-18
CCC1=NN2C(=N)/C(=C\c3ccc(OCCOc4ccc(NC(C)=O)cc4)c(OC)c3)C(=O)N=C2S1	-9	2	-0.5	105	4	-0.1	104	1	-7
CCC(C(=O)NCCc1ccc(C)cc1)n1nc(C)c2c(C)n(-c3ccccc3)nc2c1=O (configuration not stated)	-9	-5	0.7	104	4	7.1	102	15	-1
Cc1ccc(N2CCN(c3cc(C)nc4nc(C)nn34)CC2)c(C)c1	2	-6	-0.8	106	-3	-1.3	101	15	-5
O=C(Nc1ccccc1C(=O)O)c1cc(S(=O)(=O)N2CCCCC2)c(Cl)cc1Cl	-11	48	-0.1	93	-2	-2.2	92	-2	12
CCOC(=O)c1c(C)[nH]c(C(=O)NCCc2ccc(OC)c(OC)c2)c1C	-8	23	2.7	103	16	0.7	106	21	-6
CC1CCC(C(C)C)C(OCC(O)CN2CCN(Cc3ccccc3)CC2)C1 (configuration not stated)	-6	10	3.7	99	6	5.0	105	13	4
Cc1ccc(NC(=O)COC(=O)/C=C/c2cccs2)c(C)c1	-3	10	-0.7	100	-1	-1.9	102	20	-5
COc1ccc(NC(=O)COc2ccccc2C#N)c(S(=O)(=O)N2CCCCC2)c1	-3	3	3.7	98	5	2.4	101	10	-4
CCOC(=O)C1(Cc2cccc(Cl)c2)CCCN(C2CCN(C(C)=O)CC2)C1 (configuration not stated)	-6	27	-0.6	90	4	-0.1	107	-5	-5
COc1ccc(Nc2ccc(N3C(=O)CC(C)C3=O)cc2[N+](=O)[O-])cn1 (configuration not stated)	-2	-18	0.3	99	-4	3.2	93	14	0
Cc1cc(C)c(-c2cc(NC(=O)CSc3n[nH]c(N)n3)n(-c3ccccc3)n2)cc1C	-1	16	0.5	102	3	-1.8	103	-4	-2
Cc1onc(-c2ccccc2Cl)c1C(=O)Nc1cnn(Cc2ccccc2)c1	1	1	1.1	108	6	3.3	109	nt	nt
O=[N+]([O-])C(=C1Nc2ccccc2N1)/C(Cl)=C(/Cl)Br	-1	-5	0.0	95	-2	-0.1	92	17	-2
Cc1nc(CCNC(=O)CC2C(=O)NCCN2Cc2ccc(F)cc2)sc1C (configuration not stated)	-3	20	1.4	100	8	0.8	120	-2	-13
CC(CCN1C(Nc2ccccc2)=NC[C@@H]1Cc1ccccc1)c1ccccc1 (some centres not stated)	-9	15	1.4	104	17	3.1	117	11	38*
Cn1ccnc1C1CCCCN1Cc1nc(-c2ccc(Cl)cc2)no1 (configuration not stated)	-10	-10	0.3	102	-10	-1.9	96	18	26*
COc1ccc(CCNC2CC(=O)N(CCc3ccc(OC)c(OC)c3)C2=O)cc1OC (configuration not stated)	-4	10	nt	99	-3	nt	98	11	-12
O=C(Nc1ccccc1Cl)c1cc(S(=O)(=O)N2CCCCC2)ccc1N1CCOCC1	-2	22	1.8	100	3	-2.1	98	10	-1
Cc1ccc(NC(=O)CCSc2nnc3ccccn23)cc1	1	16	-0.5	103	4	-1.5	102	4	-8
Cc1cccc(-c2nnc(SCC#N)n2-c2cccc(Cl)c2)c1	-6	-12	-0.5	95	-3	-2.0	102	14	16
CCOC(=O)c1ccc(CNC(=O)C2CCC(=O)N(CCc3ccccc3)C2)o1 (configuration not stated)	-6	24	-1.1	102	3	-1.2	104	1	-14
Cc1ccc(C(C)C)cc1OCCCCN1CCCC1	-5	1	0.5	100	-1	-0.9	84	-3	-7
CC(Oc1ccc2c3c(c(=O)oc2c1)CCCC3)C(=O)NCC(O)c1ccccc1 (configuration not stated)	6	26	0.7	100	0	0.6	101	12	-24
NC(=O)c1ccsc1N	nt	31	1.6	101	4	2.8	105	0	-10
Cc1cc(C)nc(N/N=C/C2=C(N3CCOCC3)C(=C\c3ccc(Cl)cc3)/CC2)n1	-4	-13	-0.3	91	-4	-0.8	92	37	-2
CCc1nc(C(N)=O)c2[nH]c(=O)n(-c3ccc(OC)cc3OC)c2n1	nt	50	1.3	93	-10	-0.8	93	20	-2
